Compound activity: PubChem, National Center for Advancing Translational Sciences (NCATS)
EPAC1 agonist: qHTS for Agonist of cAMP-regulated guanine nucleotide exchange factor 3 (EPAC1): primary screen. EPAC1 agonist qHTS, biochemical assay; response scale: 100% = response to 6.5 mM cAMP. Potency, µM (doses to about 154 µM), for inactives: at the top dose activation, hits mostly activators. 360,000 tested, 0.073% active; note: potency is the fitted concentration of half-maximal effect; nearly all actives have a fitted effect of over 60% in size
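Multi-concentration qHTS readout: loss of Rap1B-bound BODIPY-GDP fluorescence driven by 100 nM EPAC1 with excess GDP (50 uM), monitored kinetically at room temperature; agonist response expressed relative to 6.5 mM cAMP.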
CCT modulator: High-Throughput Screening for Modulators of Cytosolic Chaperonin Activity; purified chaperonin ATPase assay, HTRF ADP detection, 30 min; activity change, % (no concentration beside the values), hits read low; 360,000 tested, 0.3% active; in the data active = activity change below about -30%; note: % is set by controls: 0 for no effect and ±100 for the full control effect
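We incubate TRiC, 40 or 20 nM final, with library compounds at 76 uM and 10 uM ATP for 30 min at 37 °C. ADP formed is detected with Transcreener HTRF reagents after 30 min at room temperature.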
PLK1 PBD block: qHTS for Inhibitors of PLK1-PDB (polo-like kinase 1 - polo-box domain): Primary Screen; Plk1 PBD binding of FITC phosphopeptide, fluorescence polarization; Potency, µM, without a hit: max response, negative = inhibition, hits mostly inhibitors; 360,000 tested, 2.8% active; AID 720504, 2013; note: potency is the fitted concentration of half-maximal effect; series mostly up to about 57 µM; % is set by controls: 0 for no effect and ±100 for the full control effect; nearly all actives have a fitted effect of over 65% in size
PI5P4Ka inh: qHTS for Inhibitors of phosphatidylinositol 5-phosphate 4-kinase (PI5P4K) | Phosphatidylinositol 5-phosphate 4-kinase type-2 alpha (Homo sapiens), P48426 | PI5P4Kalpha enzyme, ADP-Glo luminescence, 60 min; active compounds read low | max response, % | 330,000 tested, 1.2% active | AID 652105, 2013; active = max response of -50% or lower; inconclusive = between -30% and -50%; inactive = -30% or higher; note: value at the top dose of about 77 µM; % is set by controls: 0 for no effect and ±100 for the full control effect
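Reactions run in 0.038 M HEPES pH 7.4, 0.28 mM EGTA, 0.1% CHAPS and 5% DMSO, with PI5P4Kalpha, substrate, compound and 5 microM ATP final, one hour at room temperature. Readout is ADP-Glo luminescence.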
WRN helicase inh: qHTS for Inhibitors of WRN Helicase; Bifunctional 3'-5' exonuclease/ATP-dependent helicase WRN (Homo sapiens), Q14191; 360,000 tested, 0.46% active; Potency, µM (titrated, usually from 114 µM), for inactives: at the top dose activity change, negative = inhibition, hits mostly inhibitors; WRN helicase unwinding, fluorescent forked duplex, kinetic; note: potency is the fitted concentration of half-maximal effect; % is set by controls: 0 for no effect and ±100 for the full control effect; nearly all actives have a fitted effect of over 55% in size
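Enzyme (20 nM final) and test compound sit together 15 min at room temperature before substrate addition. Substrate is a single-forked duplex oligonucleotide (100 nM) labelled with fluorophore and quencher, with 2 mM ATP; helicase unwinding raises red fluorescence, read kinetically.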
EPAC2 antagonist: qHTS for Antagonist of cAMP-regulated guanine nucleotide exchange factor 2 (EPAC2): primary screen; Rap guanine nucleotide exchange factor 4 (Homo sapiens), Q8WZA2; EPAC2 GEF exchange of Rap1B-BODIPY-GDP, fluorescence; Potency, µM (top dose mostly 114 µM), without a hit: at the top dose activity, negative = inhibition, hits mostly inhibitors; 360,000 tested, 0.18% active; note: potency is the fitted concentration of half-maximal effect; % is set by controls: 0 for no effect and ±100 for the full control effect; nearly all actives have a fitted effect of over 45% in size; many of its hits are not listed in these tables
Target sequence (Q8WZA2 whole entry, looked up): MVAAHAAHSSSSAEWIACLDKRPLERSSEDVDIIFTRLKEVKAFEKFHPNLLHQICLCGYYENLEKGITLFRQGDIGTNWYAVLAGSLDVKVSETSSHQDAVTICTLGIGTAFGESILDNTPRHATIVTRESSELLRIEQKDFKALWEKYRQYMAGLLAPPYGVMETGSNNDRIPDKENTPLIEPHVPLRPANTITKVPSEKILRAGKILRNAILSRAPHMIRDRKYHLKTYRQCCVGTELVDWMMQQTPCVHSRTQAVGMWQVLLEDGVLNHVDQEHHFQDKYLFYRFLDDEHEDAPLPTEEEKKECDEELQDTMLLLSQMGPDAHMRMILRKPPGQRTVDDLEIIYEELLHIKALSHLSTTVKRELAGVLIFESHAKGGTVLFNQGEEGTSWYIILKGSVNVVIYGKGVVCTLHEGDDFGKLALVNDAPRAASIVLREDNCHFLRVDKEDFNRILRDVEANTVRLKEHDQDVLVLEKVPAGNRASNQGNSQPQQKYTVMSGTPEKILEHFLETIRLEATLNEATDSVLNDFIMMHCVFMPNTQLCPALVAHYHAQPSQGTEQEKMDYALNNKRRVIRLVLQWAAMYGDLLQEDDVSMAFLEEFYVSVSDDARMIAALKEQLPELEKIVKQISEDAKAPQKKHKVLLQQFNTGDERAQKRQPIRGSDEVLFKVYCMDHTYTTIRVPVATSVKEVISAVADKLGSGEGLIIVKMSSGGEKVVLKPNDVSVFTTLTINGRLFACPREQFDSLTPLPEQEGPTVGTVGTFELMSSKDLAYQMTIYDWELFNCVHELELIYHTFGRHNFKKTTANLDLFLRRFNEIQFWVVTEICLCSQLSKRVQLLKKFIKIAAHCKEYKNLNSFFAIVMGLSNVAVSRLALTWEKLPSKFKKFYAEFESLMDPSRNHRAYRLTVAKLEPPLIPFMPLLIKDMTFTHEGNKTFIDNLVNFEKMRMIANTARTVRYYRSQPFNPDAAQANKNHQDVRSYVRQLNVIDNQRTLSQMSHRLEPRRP
EPAC1 antag: qHTS for Antagonist of cAMP-regulated guanine nucleotide exchange factor 3 (EPAC1): primary screen. EPAC1 GEF assay, Rap1b-BODIPY-GDP exchange fluorescence. Potency, µM (titrated, usually from 115 µM), for the others: at the highest dose activity change, negative = inhibition, actives largely listed as inhibitors. 360,000 tested, 0.14% active;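 note: potency is the fitted concentration of half-maximal effect; plate controls were vehicle for no effect and positive control for full effect; nearly all actives have a fitted effect of over 50% in size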
Mm-Cpn inhibitor: Inhibitors of TCP-1 ring complex (TRiC) of Methanococcus maripaludis (MmCpn): qHTS; Potency, µM (top dose mostly 76.9 µM), for the others: top-dose activity, negative = inhibition, most hits filed as inhibitors; purified Mm-Cpn ATPase, ADP Transcreener TR-FRET; Chaperonin Mm-Cpn (Methanococcus maripaludis); 330,000 tested, 0.031% active; note: potency is the fitted concentration of half-maximal effect; % is set by controls: 0 for no effect and ±100 for the full control effect; nearly all actives have a fitted effect of over 80% in size
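Compound-treated chaperonin, 25 nM final, turns over 10 uM ATP at 37°C for 30 min following a 10 min preincubation; ADP generated competes with ADP-d2 for Eu-cryptate antibody, lowering FRET.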
* marks the source's active call; other numbers are inactive results; u = inconclusive; x = no result given; [ ] = dose if it differs, or a comment. Unless noted, calls come from the whole dose curve; as a rule, active = well fitted curve in the direction sought with a large enough effect; inconclusive = small, poorly fitted or top-dose-only effect, or another doubt; inactive = no such curve, though single readings can be large; an effect the other way counts as inactive or inconclusive. These rows are one share of the data (hit frequency here may not be typical).

SMILES | EPAC1 agonist | CCT modulator | PLK1 PBD block | PI5P4Ka inh | WRN helicase inh | EPAC2 antagonist | EPAC1 antag | Mm-Cpn inhibitor
Cc1ncoc1C(=O)Nc1cccc(Cl)c1C | -4.2% | -0.4 | -5.5% | x | 5.1% | 12.6% | 19.0% | -0.8%
CC(C)(C)CC(=O)Nc1ccc(C(N)=O)cc1 | -2.9% | -1.8 | -9.6% | 1.6 | 0.7% | -1.8% | 1.6% | -1.2%
CCC(C)[C@H](NC(=O)[C@@H]1CSC2c3ccccc3C(=O)N21)C(=O)NCC1CCCO1 (some centres not stated) | -7.3% | 1.3 | -23.8% | -9.6 | -2.5% | 1.1% | 8.5% | 2.1%
COC(=O)c1cccn(CC(=O)c2ccc(Cl)cc2)c1=O | 3.7% | 0.2 | -3.8% | -7.8 | -3.7% | 3.2% | -23.9% | 0.2%
CC12CN3CC(C)(CN(C1)C3c1ccc3c(c1)OCO3)C2 (configuration not stated) | 2.9% | -0.2 | -6.0% | -1.2 | 6.5% | 6.1% | -20.3% | -2.8%
CN(C)N=Nc1ccc(S(=O)(=O)NC(Cc2ccccc2)C(=O)O)cc1 (configuration not stated) | 6.4% | -2.2 | -8.1% | -4.9 | 0.2%[57.1 µM] | -0.9% | -8.0% | 0.4%
COC(=O)C1(C)CC1(c1ccccc1)c1ccccc1 (configuration not stated) | -2.5% | -1.6 | 1.8% | 0.2 | 2.4% | u | -7.5% | 2.4%
COc1ccc(NC(=S)N2CCNC(=O)C2CC(=O)Nc2cccc(Cl)c2C)cc1 (configuration not stated) | 9.6% | -1.1 | -9.5% | 4.6 | 1.5% | -8.5% | 6.4% | -0.5%
O=S(=O)(Nc1cccnc1Cl)c1ccc(-c2ccccc2)cc1 | 0.6% | -0.1 | -7.6% | -6.3 | -10.5% | -1.4% | -5.4% | -4.0%
C=CCN1CCN(C(CC(C)C)c2nnnn2CCOC)CC1 (configuration not stated) | 9.9% | -4.5 | -3.5% | 4.4 | 2.5% | -1.8% | -4.9% | -4.0%
Cc1oc2cc3oc(=O)c(CC(=O)N[C@@H](C)C(=O)NC(Cc4ccc(Cl)cc4)C(=O)O)c(C)c3cc2c1C (some centres not stated) | -16.1% | 0.4 | -10.3% | -0.2 | -5.2% | -5.4% | -0.8% | 0.9%
CCn1cc(/C=C(\NC(=O)c2ccccc2Cl)C(=O)N2CCOCC2)c2ccccc21 | 7.9% | -5.1 | -16.6% | -1.3 | -8.1% | 0.6% | -29.3% | 0.6%
O=C1[C@H]2[C@@H](c3ccc(F)cc3)N3C(=O)N(c4ccccc4)C(=O)[C@@]3(Cc3ccc(Cl)cc3)[C@H]2C(=O)N1C1CCCCC1 | -6.6% | 1.5 | 2.5% | -1.5 | 1.7% | -5.0% | -2.3% | -0.3%
NC(=O)CSc1nnc(-c2ccc3c(c2)OCO3)o1 | -5.6% | -1.7 | 5.6% | -1.8 | -3.7% | 3.0% | 2.5% | -0.1%
COc1ccc(NC(=O)c2cc(S(=O)(=O)N3CCCC3)ccc2OC)cc1 | 14.5% | 1.1 | 16.8µM* | -21.5 | -10.8% | -6.2% | -19.9% | 1.2%
COc1cc(-c2nnc(-c3ccncc3)o2)ccc1OCc1ccccc1 | 3.4% | -0.1 | -1.5% | x | -0.4% | 4.5% | -5.6% | -3.7%
CCCCn1c2c(c(=O)n(C)c1=O)C(c1ccc(OC)cc1)N1CCCCCC1=N2 (configuration not stated) | 5.6% | -0.3 | -8.3% | 10.1 | -2.8% | u | -5.0% | -1.1%
Cc1nc(C(F)(F)F)c(C(=O)N/N=C(\N)c2ccccn2)s1 | 5.5% | 0.1 | -8.9% | 0.4 | 3.2% | 0.7% | 16.3% | 1.3%
O=c1nc(Nc2ccc(OCc3ccccc3)cc2)sc2ncccc12 | 3.3% | 1.9 | -7.6% | 1.3 | -9.7% | -1.1% | -27.3% | -2.2%
CNC(=S)Nc1ccc([N+](=O)[O-])c(C)c1 | -3.1% | -0.3 | 3.3% | 2.7 | -0.2% | 15.7% | 9.9% | -0.1%
COc1ccccc1NC(=O)CN(c1ccccc1F)S(C)(=O)=O | 6.4% | -2.4 | -27.0% | -0.2 | 4.7% | 1.8% | 6.8% | 1.4%
COCCNC(=O)C(c1ccc(F)cc1)N(C(=O)CCC(=O)Nc1nccs1)c1ccc(C)cc1 (configuration not stated) | -8.0% | 1.5 | -9.5% | 10.2 | -4.8% | -4.2% | -29.9% | -0.3%
COc1ccc(-n2c(=O)[nH]c3cc(C(=O)NCCc4ccc(OC)c(OC)c4)ccc3c2=O)c(OC)c1 | 4.5% | -0.2 | 1.6% | 0.4 | -0.4% | -4.9% | 13.0% | 1.2%
COc1ccc(C2c3ccc4ccccc4c3Oc3ncn(CCO)c(=N)c32)cc1 (configuration not stated) | 17.5% | -1.0 | -7.6% | 5.5 | 1.7% | -13.4% | -7.6% | 2.6%
COC(=O)c1sc(C(F)(F)F)c(-c2ccccc2)c1S(=O)(=O)NC(C)(C)C | -7.0% | -1.2 | -9.7% | 8.8 | 0.5% | u | u | 0.5%
COC(=O)c1c(C)[nH]c(C(C)=O)c1C | 3.1% | -2.3 | 0.7% | 1.9 | -7.7% | -11.3% | -21.0% | 1.6%
O=C(CSc1nnc(-c2cccnc2)n1Cc1ccco1)c1ccc(Cl)cc1 | 7.4% | -1.8 | -15.4% | x | 7.6% | 0.6% | -12.5% | -2.9%
C/C(=N\NC(=O)c1nn(C)c(C)c1Br)c1cccc(NC(=O)c2ccoc2C)c1 | -0.7% | -0.9 | -3.1% | 4.6 | -2.6% | 2.6% | -8.1% | 0.7%
Cc1ccc(S(=O)(=O)N2CCN(C(=O)CSC(=S)N3CCCC3)CC2)c(C)c1 | 3.0% | -2.1 | u | 20.1 | 0.9% | -11.7% | -9.5% | 1.6%
O=c1[nH]ncc(N2CCCCCC2)c1Cl | 0.3% | -2.6 | -1.1% | -9.7 | -7.0% | 11.5% | -3.6% | 0.8%
O=C(/C=C(\O)c1ccccc1)C(=O)NNC(=O)c1ccccc1[N+](=O)[O-] | -7.2% | 1.0 | -3.3% | 0.9 | 11.4% | 17.4% | 1.6% | 0.4%
CCn1c2ccccc2c2cc(/C=N/NC(=O)c3ccccc3C)ccc21 | 7.6% | -6.9 | -0.6% | -2.9 | -20.3% | 0.8% | -13.0% | 0.0%
COc1ccc(CN2CC(C(=O)NC3CCCCC3)CC2=O)cc1 (configuration not stated) | -9.8% | 1.6 | -5.2% | 0.7 | -3.9% | 0.3% | -2.4% | 2.6%
Cc1cc(C)n(C(C[N+](=O)[O-])c2ccc(Cl)cc2)n1 (configuration not stated) | 16.7% | 1.0 | 16.8µM* | -4.0 | -37.1% | -1.8% | 4.8% | 2.7%
Cc1ccc(C2=CC(=O)C[C@H](c3ccc(F)cc3)C2)cc1 | -11.3% | -0.6 | -9.9% | 9.1 | -28.4% | -9.0% | -1.6% | 1.0%
COC(=O)CN1C(=O)C2(C(C#N)=C(N)Oc3ccccc32)C2=C1CC(C)(C)CC2=O (configuration not stated) | -0.2% | 1.7 | -0.5% | x | 5.4% | 24.3% | 3.5% | 0.2%
COc1ccc(-n2c(=O)c(CCC(=O)NCCc3ccccc3F)nc3ccccc32)cc1 | 3.8% | 1.5 | -0.5% | -2.1 | -17.1% | 0.0% | -12.4% | 0.3%
COc1ccccc1/C=C/C(=O)OCC(=O)N1c2ccccc2CC1C (configuration not stated) | 13.7% | 0.1 | 0.4% | 2.2 | -8.7% | 2.2% | -0.6% | -3.7%
C/C(=N\NC(=O)C1CC1(C)c1ccccc1)c1ccco1 (configuration not stated) | 6.7% | -0.1 | -3.1% | -3.8 | -1.5% | 2.3% | -11.3% | -2.0%
CCCn1nnnc1SCC(=O)N1CCCC1 | 10.2% | -2.1 | -10.8% | x | -7.4% | -6.4% | -11.3% | -3.9%
O=C(c1ccco1)N1CCN(C2c3ccccc3-c3ccccc32)CC1 | -1.7% | -1.4 | -3.7% | 5.7 | -22.5% | -2.5% | -11.4% | 1.3%
O=C(CCc1nnc(CCCCc2ccccc2)o1)NCCN1CCOC1=O | -1.8% | 2.2 | -4.6% | -3.5 | 5.7% | 4.7% | 15.4% | -7.2%
Cc1ccc(S(=O)(=O)N(C)CCCC(=O)Nc2ccncc2)cc1 | -0.4% | -1.9 | -5.4% | -0.3 | -4.8% | -1.5% | 4.2% | 0.9%
CCOc1ccc(C2C(C(N)=O)=C(C)Nc3ncnn32)cc1OC (configuration not stated) | 10.5% | -1.3 | -1.2% | 0.8 | -0.2% | 9.6% | 9.1% | 2.2%
CSc1nc(Cc2ccccc2)cc(=O)[nH]1 | -5.9% | -1.0 | 2.2% | 7.2 | 7.9% | 7.5% | 17.7% | 1.0%
O=C(NCC(=O)N(c1cccc(F)c1)C(C(=O)NC1CCCC1)c1ccncc1)c1cccs1 (configuration not stated) | -7.8% | -2.6 | -1.8% | 2.9 | -3.9% | -3.3% | 8.2% | -0.5%

Quoted at random: 3 entries already listed.
SMILES | EPAC1 agonist | CCT modulator | PLK1 PBD block | PI5P4Ka inh | WRN helicase inh | EPAC2 antagonist | EPAC1 antag | Mm-Cpn inhibitor
O=C(CCc1nnc(CCCCc2ccccc2)o1)NCCN1CCOC1=O | -1.8% | 2.2 | -4.6% | -3.5 | 5.7% | 4.7% | 15.4% | -7.2%
O=C(c1ccco1)N1CCN(C2c3ccccc3-c3ccccc32)CC1 | -1.7% | -1.4 | -3.7% | 5.7 | -22.5% | -2.5% | -11.4% | 1.3%
Cc1ccc(S(=O)(=O)N(C)CCCC(=O)Nc2ccncc2)cc1 | -0.4% | -1.9 | -5.4% | -0.3 | -4.8% | -1.5% | 4.2% | 0.9%
